RBX1-CUL1 inh – inhibitors of human ROC1-CUL1 ubiquitin ligase activity. E3 ubiquitin-protein ligase RBX1 (Homo sapiens) + Cullin-1 (Homo sapiens), P62877+Q13616. in vitro K48 di-Ub FRET, acceptor:donor ratio, 45 min. inhibition, % at 10 µM. actives 0.6% (n = 140,000); in the data active = inhibition above about 25%
Target sequence (P62877 whole entry, looked up): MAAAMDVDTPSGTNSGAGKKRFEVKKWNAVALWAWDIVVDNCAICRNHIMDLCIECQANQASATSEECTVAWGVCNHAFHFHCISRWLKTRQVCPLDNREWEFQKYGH
Target sequence (Q13616 whole entry, looked up): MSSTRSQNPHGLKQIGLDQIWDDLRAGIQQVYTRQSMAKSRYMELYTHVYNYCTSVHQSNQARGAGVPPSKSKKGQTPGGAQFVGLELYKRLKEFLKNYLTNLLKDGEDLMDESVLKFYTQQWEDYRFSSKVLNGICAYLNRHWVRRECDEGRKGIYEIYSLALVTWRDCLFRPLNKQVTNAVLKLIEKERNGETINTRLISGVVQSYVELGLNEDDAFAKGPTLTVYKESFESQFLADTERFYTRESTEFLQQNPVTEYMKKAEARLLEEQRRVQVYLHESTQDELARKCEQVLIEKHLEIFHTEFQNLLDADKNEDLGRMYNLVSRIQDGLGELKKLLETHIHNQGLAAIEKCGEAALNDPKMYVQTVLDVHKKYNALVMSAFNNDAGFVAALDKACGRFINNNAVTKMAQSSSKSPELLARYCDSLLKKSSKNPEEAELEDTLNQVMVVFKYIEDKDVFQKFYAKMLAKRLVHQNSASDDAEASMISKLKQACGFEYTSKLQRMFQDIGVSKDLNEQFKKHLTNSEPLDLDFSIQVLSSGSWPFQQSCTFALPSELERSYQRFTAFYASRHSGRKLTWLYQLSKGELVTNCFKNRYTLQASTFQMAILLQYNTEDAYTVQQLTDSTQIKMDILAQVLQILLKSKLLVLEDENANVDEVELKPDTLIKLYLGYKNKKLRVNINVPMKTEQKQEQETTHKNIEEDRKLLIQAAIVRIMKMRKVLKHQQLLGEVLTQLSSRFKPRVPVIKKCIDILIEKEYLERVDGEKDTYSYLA
The depositor's hits bear a star; & = joins results of further samples.

Sample of the layout:
| RBX1-CUL1 inh | structure |
| --- | --- |
| 9 | O=C(NCC(c1cccnc1)N1CCc2ccccc21)c1ccc(F)cc1 (stereo unspecified) |
| 5 | COc1ccc(S(=O)(=O)Oc2ccc(C(=O)OCc3ccccc3)cc2)cc1 |
| -5 | COc1ccc(C(=O)c2coc3ccc(O)c(CN4CCOCC4)c23)cc1 |
| -1 | O=C(Nc1ccc(Cl)c(-c2nc3ccccc3o2)c1)c1ccc([N+](=O)[O-])cc1[N+](=O)[O-] |

All compounds of this part, from the first entry:
| RBX1-CUL1 inh | structure |
| --- | --- |
| 9 | O=C(NCC(c1cccnc1)N1CCc2ccccc21)c1ccc(F)cc1 (stereo unspecified) |
| 5 | COc1ccc(S(=O)(=O)Oc2ccc(C(=O)OCc3ccccc3)cc2)cc1 |
| -5 | COc1ccc(C(=O)c2coc3ccc(O)c(CN4CCOCC4)c23)cc1 |
| -1 | O=C(Nc1ccc(Cl)c(-c2nc3ccccc3o2)c1)c1ccc([N+](=O)[O-])cc1[N+](=O)[O-] |
| -6 | O[C@H]1[C@H](N2CCC(Oc3cccnc3)CC2)c2ccccc2C12CCNCC2 |
| -5 | CC(=O)Nc1ccnn1C1CCN(Cc2c(F)cccc2Cl)CC1 |
| 64* | O=C1NN(c2cccc(Cl)c2)C(=O)/C1=C/c1ccc(Cl)cc1 |
| 3 | CCC(=O)N1CCc2cc(CNS(=O)(=O)c3ccc(C(C)C)cc3)ccc21 |
| 0 | O=C1OCCN1CCNC1CCN(c2cccc(-c3ccco3)c2)CC1 |
| -3 | CC(=O)c1sc2nc(-c3ccc(F)cc3F)ccc2c1N |
| 14 | O=C(NC1CCCCC1)c1ccccc1NC(=O)C1CC(=O)N(c2ccc(F)cc2)C1 (stereo unspecified) |
| -3 | COc1cc(NS(=O)(=O)c2cccs2)cc(OC)c1 |
| 1 | CC(C)(C)NC(=O)Cn1c(C(F)(F)F)nc2ccccc21 |
| 4 | O=C(Nc1cccc(Cl)c1N1CCOCC1)c1ccc(Br)o1 |
| -3 | O=C1c2cc([N+](=O)[O-])cc3cc([N+](=O)[O-])cc(c23)C(=O)N1c1ccc([N+](=O)[O-])cc1 |
| -6 | Cn1c(=O)c2c(nc(SCC(=O)Nc3ccc(F)cc3)n2Cc2ccc(Cl)cc2)n(C)c1=O |
| 4 | Cc1nc(SCC(C)C)c(C#N)c(C)c1C |
| 4 | Cc1nc2ccccc2cc1C(=O)Nc1ccccc1Cl |
| -2 | CCOc1ccccc1CNC(=O)CN1C(=O)c2cccnc2Oc2ccc(Cl)cc21 |
| -1 | COc1ccc(-c2cc(C(F)(F)F)n3nc(C(=O)Nc4cccc(Cl)c4C)cc3n2)cc1 |
| -5 | Cc1cn2c(=O)cc(COC(=O)c3cccc(NC(=O)c4ccccc4C)c3)nc2s1 |
| 6 | COCCC1CCCCN1Cc1nc(CCC(C)C)no1 (stereo unspecified) |
| -5 | Cc1ccc(CNCc2ccccc2Cl)cc1 |
| 6 | O=C1Cc2ccccc2Sc2ccc(-c3ccccc3)cc21 |
| 41* | C#CCOc1ccc(/C=C2\C(=O)N(c3ccc(C(=O)OCC)cc3)N=C2C(F)(F)F)cc1OCC |
| 7 | COCCN(CC1CCN(Cc2ccccc2OC)CC1)C(=O)C(C)N1CCCC1=O (stereo unspecified) |
| 3 | CC1=CC(=NS(=O)(=O)c2ccccc2)C(C(C)C)=C(Br)C1=O |
| 8 | CCCOc1cccc(NC(=O)c2ccco2)c1 |
| 5 | CC(=O)C(C=Nc1ccc2c(c1)nnn2-c1ccc(Cl)cc1)C(C)=O |
| 3 | C=CCOc1c(Br)cc(/C=C2\N=C(c3cc([N+](=O)[O-])ccc3Cl)OC2=O)cc1OCC |
| 1 | CC12CS(=O)(=O)CC1SC(=S)N2Cc1ccccc1 (stereo unspecified) |
| -2 | Cc1cc(OCC(=O)N(C)C2CCCCC2)ccc1Cl |
| 4 | CO[C@H]1[C@H](NC(=O)c2ccncc2)c2ccccc2C12CCN(C(=O)CCc1ccc(C)cc1)CC2 |
| -10 | CNS(=O)(=O)c1cn(CC(=O)N2CCN(c3ccccc3F)CC2)cc1S(=O)(=O)NC |
| -1 | C1CCN(C2CCN(c3nc4nonc4nc3N3CCOCC3)CC2)C1 |
| 2 | COc1ccc(S(=O)(=O)NCc2cccn2Cc2cc(C)ccc2C)cc1OC |
| 7 | CCOC(=O)c1c(C#N)c(SCc2ccc(F)cc2)nc2c1CCCC2 |
| 2 | O=C(NCc1ccncc1)c1ccccc1 |
| 14 | CCOC(=O)c1c(C)nn(-c2nc(C)cc(C)n2)c1N |
| 1 | COc1ccc(S(=O)(=O)NCCC(C)C)cc1 |
| -4 | Cc1oc(-c2cccc(Cl)c2)nc1CN1CCCC(C(=O)NCCc2ccc(Cl)cc2)C1 (stereo unspecified) |
| 7 | O=C(c1ccccc1C(F)(F)F)N1CC[C@@H](N2CCC(O)CC2)[C@H](O)C1 |
| -7 | COc1ccc(O)c(CN2CCC(C(Cc3ccc(F)cc3)N(C)Cc3cn(C)nc3C)CC2)c1 (stereo unspecified) |
| 1 | COc1ccc(CCNC(=O)CCCCn2c(=O)c3ccccc3n(Cc3ccc(Cl)cc3)c2=O)cc1OC |
| -1 | Cc1ccc(F)cc1NC(=O)c1snnc1C |
| 1 | Cc1ccc(C(C)C)c(OCCNC(=O)c2cncc(Br)c2)c1 |
| -2 | CC(C)Oc1ccccc1/C=N/NC(=O)C1CC1 |
| 5 | CCCNC(=O)c1c(NC(=O)c2ccccc2F)sc2c1CCCCC2 |
| 2 | COc1ccc(CCNC(=O)CS(=O)Cc2nc(-c3ccccc3F)oc2C)cc1OC (stereo unspecified) |
| 0 | Cc1ccc(-n2c(C)csc2=S)cc1 |
| 3 | Oc1cccnc1I |
| -5 | CC(C)Cc1nn2c(=O)cc(COC(=O)c3cccc(NC(=O)CCc4ccccc4)c3)nc2s1 |
| 7 | COc1ccc(C(=O)CCc2ccccc2)c(O)c1 |
| -2 | CCN(CC)CCn1c(N)nc2ccccc21 |
| 5 | CCOC(=O)C1C(=O)/C(=C/c2ccc(OCc3cccc(F)c3)cc2)SC1=NC(=O)c1ccccc1C (stereo unspecified) |
| -3&22 | CC(C)c1ccc(C2CC(=O)Nc3cc4c(cc32)OCCO4)cc1 (stereo unspecified) |
| 10 | CN1CCN(C(=O)c2cc3nc(-c4ccc(F)cc4)cc(C(F)(F)F)n3n2)CC1 |
| -1 | O=c1c2ccccc2ncn1CCCSc1ccccc1 |
| 3 | C=CCOc1ccc2nnc(C)n2n1 |
| 2 | Clc1ccc(Cn2ncc3c(N4CCN(CCOc5ccc(Cl)cc5)CC4)ncnc32)cc1 |

Three entries out of the list, ordered by number of heavy atoms, highest first.
| RBX1-CUL1 inh | structure |
| --- | --- |
| -5 | CC(C)Cc1nn2c(=O)cc(COC(=O)c3cccc(NC(=O)CCc4ccccc4)c3)nc2s1 |
| 2 | Clc1ccc(Cn2ncc3c(N4CCN(CCOc5ccc(Cl)cc5)CC4)ncnc32)cc1 |
| -2 | CC(C)Oc1ccccc1/C=N/NC(=O)C1CC1 |

(list continues)
| RBX1-CUL1 inh | structure |
| --- | --- |
| 0 | CCOC(=O)C1CCN(C2CCN(Cc3nc(COc4ccccc4)no3)CC2)CC1 |
| -1 | CN(Cc1nc(CC2CC2)no1)Cc1cccc2cnccc12 |
| 10 | Cc1ccc(N2CCN(C(=O)c3ccccc3NC(N)=O)CC2)cc1 |
| 12 | CSCCC(=O)N1CCC(C2(c3cccnc3)NC(=O)N(CCc3cccs3)C2=O)CC1 (stereo unspecified) |
| -2 | O=C(CSc1nc2ccccc2o1)N/N=C/c1ccc(C(=O)O)cc1 |
| 0 | CCN(CC)c1nc(N)c(C#N)c(CC#N)c1C#N |
| -6 | COc1cccc(-c2nnc(-c3ccccc3NC(=O)c3ccc(F)cc3F)o2)c1 |
| -2 | CC(=O)Nc1cc(S(=O)(=O)Nc2ccccc2C)c(C)cc1C |
| -1 | O=C(Nc1ccc2oc(-c3cc(Br)ccc3Cl)nc2c1)c1cc2ccccc2o1 |
| -4 | COC(=O)c1c(-c2ccc(Br)cc2)csc1NC(=O)c1ccc(C)o1 |
| -17 | O=C(NCCS(=O)(=O)N1CCN(c2ccccc2F)CC1)C1CC(=O)N(c2ccc(F)cc2)C1 (stereo unspecified) |
| 6 | Cc1ccc(CN2CCCn3nc(C(=O)NCc4ccccc4Cl)cc3C2=O)cc1 |
| 11 | O=C(CC12CC3CC(CC(C3)C1)C2)N/N=C/C=C/c1ccco1 |
| 10 | O=S(=O)(Nc1ccc(-c2cn3ccccc3n2)cc1)c1ccc2cccc3c2c1CC3 |
| 0 | N=C(N)SCc1ccccc1Cl |
| -7 | CC1(C)CC2(C)CC3=C(C(=O)/C(=N/Nc4cc([N+](=O)[O-])cc([N+](=O)[O-])c4)C(C)(C)C3)C(O)(C1)C2 (stereo unspecified) |
| 0 | Cc1ccc(NC(=S)NC2CCCC2)cc1 |
| 5 | Cc1c(/C=N/NC(=O)CSc2nc3ccccc3s2)c2ccccc2n1C |
| 10 | CCN(CC)S(=O)(=O)c1ccc(C(=O)NCCNC2NS(=O)(=O)C3CCCCC23)cc1 (stereo unspecified) |
| -1 | C/C(=N\NC(=O)c1ccccc1[N+](=O)[O-])c1ccc(N)cc1 |
| 3 | O=C(N/N=C/c1cccc(Cl)c1Cl)c1ccccc1[N+](=O)[O-] |
| 7 | Cc1ncc(CN2C[C@H]3OC(=O)N(CCCc4ccc(F)cc4)[C@H]3C2)[nH]1 |
| 0 | O=C1C(=Nc2ccccc2O)C(Cl)C(=O)N1c1ccc(Br)cc1 (stereo unspecified) |
| 4 | Cn1c(Nc2ccccc2F)nnc1C(=N)N |
| 4 | Cc1cnc(C)c(N2CCN(C(=O)CC3(c4cccc(F)c4)CC(=O)N(C4CCCC4)C3=O)CC2)n1 (stereo unspecified) |
| -13 | O=C(Nc1cc(Cl)ccc1Cl)C1CC(=O)N(c2ccc(Cl)cc2)C1 (stereo unspecified) |
| -5 | Fc1cccc(CNCc2ccco2)c1 |
| 8 | O=C(CN1C(=O)C2C3c4ccccc4C(c4ccccc43)C2C1=O)Nc1cc(Cl)ccc1Cl (stereo unspecified) |
| -2 | COc1ccccc1NC(=O)CSc1nnc(CNc2ccc(F)cc2)o1 |
| -13 | CC1(CCC#N)N=C(SCCC#N)N(c2ccccc2)C1=O (stereo unspecified) |
| -3 | CCC(C)(C)C1CCc2c(sc(NC(=O)c3cccc(Cl)c3)c2C(=O)OC)C1 (stereo unspecified) |
| -5 | Cc1ccc(C2C(C)C(N3CCC(C(=O)NCCc4ccco4)CC3)NS2(=O)=O)cc1C (stereo unspecified) |
| 3 | CCc1ccc(-n2c(=O)c3c4c(sc3n(CC(=O)c3ccc(Cl)cc3)c2=O)CCC4)cc1 |
| -2 | CCc1ccc2occ(CC(=O)Nc3c(C(=O)Nc4ccc(C)cc4)oc4ccccc34)c2c1 |
| -5 | COc1cc(C=Nc2cc(Cl)cc(Cl)c2)cc(OC)c1OC |
| 1 | Cc1ccccc1Cn1cc(C(=O)N(C)CC(C)C)nn1 |
| 7 | Cc1ccc(-n2nnnc2-c2cnc(-c3cccs3)nc2C(F)(F)F)cc1 |
| -2 | CCc1ccc(OCC(=O)N(CC)c2ccccc2)c(Br)c1 |
| -1 | Cc1ccccc1Cn1c(SCc2ccc(C(=O)NC3CCCC3)cc2)nc2ccncc21 |
| 4 | CCc1ccc(NC(=O)CSc2ccc3nc(-c4ccc(OC)cc4)cn3n2)cc1 |
| -9 | CCOc1cccc(/C=C2/SC(=O)NC2=O)c1O |
| -8 | Cc1c(C)n(C)c2ccc(C(=O)N3CCN(c4ccccc4)CC3)cc12 |
| 0 | COC(=O)c1c(NC(=O)C(C)N2C(=O)c3ccccc3C2=O)sc2c1CCC2 (stereo unspecified) |
| -7 | COc1ccc(Cl)cc1NC(=O)C1CCN(c2nnc(C)c3c(C)n(-c4ccccc4)nc23)CC1 |
| 3 | Cc1ccccc1N=Nc1c(-c2ccccc2)[nH]n(-c2nc(-c3ccccc3)cs2)c1=O |
| -5 | c1ccc(-c2oc(-c3ccccc3)c(-c3ccccc3)c2-c2ccccc2)cc1 |
| -2 | CN(C)c1nc(N)nc(CSc2nc3ccccc3c(=O)n2N)n1 |
| -11 | CN(C)c1ccc(/C=N/NC(=S)Nc2ccccc2)cc1 |
| 1 | COc1cc(/C=C/C(=O)c2ccc(I)cc2)cc(OC)c1OC |
| -3 | Cc1ncc2c(c1-c1noc(-c3cn[nH]c3-c3ccccc3F)n1)CCNC2 |
| 4 | Cc1ccc(C(C)CCN(C)Cc2nc(-c3ccccc3NS(C)(=O)=O)oc2C)o1 (stereo unspecified) |
| 0 | CC(C)(C)NC(=S)NNC(=O)c1ccncc1 |
| -1 | CCOc1ccc(Cc2nnc(SCC(=O)c3ccc4c(c3)OCCO4)n2-c2ccc(OC)cc2)cc1 |
| -6 | CCn1cnc2cc(NCc3ccc(N(C)C)cc3)ccc21 |
| 4 | CCOC(=O)c1c(C)c(-c2ccccc2)n(CC(=O)Nc2cc(C)ccc2OC)c1C |
| -2 | COc1ccc(CNC(=O)C2CCCN(C(=O)N3CCOc4ccccc43)C2)cc1 (stereo unspecified) |
| 5 | O=C(COc1cnn(-c2ccccc2)c(=O)c1Cl)c1ccc(Cl)cc1 |
| 5 | COc1cc(C2C(C(=O)c3cc4ccccc4o3)C(=O)C(=O)N2c2nc3ccc(C)cc3s2)ccc1OCc1ccccc1 (stereo unspecified) |
| -6 | N=C1C(=O)Oc2ccccc2C1NC1CCCCC1 (stereo unspecified) |
| 9 | Clc1ccc(/C=N\Nc2ncnc3nc[nH]c23)cc1 |

Next section
| RBX1-CUL1 inh | structure |
| --- | --- |
| 11 | O=C(CSc1nc2sc3c(c2c(=O)n1-c1ccccc1)CCCCC3)NCC1CCCO1 (stereo unspecified) |
| 3 | Cc1cccc(-c2noc(-c3cc(C(C)C)[nH]n3)n2)c1 |
| -1 | O=C1CC(Sc2ccc(Cl)cc2)C(=O)N1c1ccc(Br)cc1 (stereo unspecified) |
| 7 | CNS(=O)(=O)c1cccnc1N1CCN(C)CC1 |
| 10 | CSc1ccc(/C=N/NC(=O)c2cc3c(ccc4ccccc43)o2)cc1 |

3 entries out of the list above, sorted by the number in RBX1-CUL1 inh, highest first.
| RBX1-CUL1 inh | structure |
| --- | --- |
| 41* | C#CCOc1ccc(/C=C2\C(=O)N(c3ccc(C(=O)OCC)cc3)N=C2C(F)(F)F)cc1OCC |
| -1 | CN(Cc1nc(CC2CC2)no1)Cc1cccc2cnccc12 |
| -2 | O=C(CSc1nc2ccccc2o1)N/N=C/c1ccc(C(=O)O)cc1 |

This is a subset; count on the stated rates, not on these rows.
